# BoNT A protease: blocks Botulinum neurotoxin A light chain protease; multiplex microsphere protease substrate cleavage, flow cytometry; inhibition, % at 10 µM; hit rate 0.17% among 360,000; AID 588499; in the data active means inhibition above about 30%; inconclusive means no clear call, values can overlap the other calls; further: plate controls were buffer without enzyme for full effect and enzyme alone for no effect
# BioA inh: blocks M. tuberculosis BioA enzyme activity; purified M. tuberculosis BioA enzyme, plate reader; inhibition, % at 9.99 µM; hit rate 0.096% among 360,000; AID 602481; in the data active means inhibition above about 40%; inconclusive means no clear call, values can overlap the other calls
# PrPC TRFRET: inhibitors of human cell surface prion protein PrPC. P04156. TR-FRET read-out. inhibition, % at 13.8 µM. hit rate 0.43% among 370,000. AID 720596; in the data active means inhibition above about 24%; further: 0% = median of the test wells and 100% = reference compound wells
# GDH-TPI counter: inhibits GDH-TPI coupling enzymes, artifact for Mtb FBA screen; GDH-TPI coupled enzyme counterscreen, NADH absorbance; inhibition, % at 4.8 µM; hit rate 1.2% among 360,000;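 further: 0% = DMSO wells and 100% = wells lacking the enzyme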
# BoNT-F LC inh: blocks Botulinum neurotoxin F light chain protease; Multiplex microsphere protease cleavage assay, flow cytometry; inhibition, % at 10 µM; hit rate 0.22% among 360,000; AID 588497; in the data active means inhibition above about 35%, passing the limit was not always enough; inconclusive means no clear call, values can overlap the other calls; further: plate controls were buffer without enzyme for full effect and enzyme alone for no effect
# CCHFV vOTU inh: CCHFV vOTU protease inhibition. AID 651958. inhibition, % at 11.5 µM. Pep-AMC fluorescence. hit rate 0.55% among 370,000; further: 0% = vehicle wells with enzyme and 100% = no enzyme wells
# UGM FP inh: Mtb UDP-galactopyranose mutase inhibition; P9WIQ1; purified UGM, fluorescence polarization probe displacement; inhibition, % at 10 µM; hit rate 0.06% among 320,000; AID 504406; in the data active means inhibition above about 10%, passing the limit was not always enough; inconclusive means no clear call, values can overlap the other calls
# Target sequence (P9WIQ1 whole entry, looked up): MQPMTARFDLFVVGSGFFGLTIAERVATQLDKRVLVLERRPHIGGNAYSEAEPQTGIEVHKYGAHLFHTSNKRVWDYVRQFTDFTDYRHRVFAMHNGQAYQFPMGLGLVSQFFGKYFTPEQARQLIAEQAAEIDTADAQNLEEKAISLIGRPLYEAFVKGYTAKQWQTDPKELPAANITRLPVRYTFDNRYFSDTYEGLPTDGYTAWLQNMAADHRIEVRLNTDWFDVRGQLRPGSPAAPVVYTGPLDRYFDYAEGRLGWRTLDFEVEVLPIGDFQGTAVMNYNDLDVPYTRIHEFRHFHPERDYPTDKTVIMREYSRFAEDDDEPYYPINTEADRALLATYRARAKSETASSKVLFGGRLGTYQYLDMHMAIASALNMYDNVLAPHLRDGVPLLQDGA
# FadD28 FP inh: inhibitors of Mycobacterium tuberculosis FadD28 bisubstrate binding. FadD28 bisubstrate probe binding, fluorescence polarization. inhibition, % at 12.5 µM. hit rate 0.22% among 360,000. AID 588549; in the data active means inhibition above about 8.5%, passing the limit was not always enough; inconclusive means no clear call, values can overlap the other calls
# FBA Mtb inh: inhibits M. tuberculosis FBA enzyme | inhibition, % at 1 µM | AID 588726 | hit rate 2.3% among 360,000 | purified M. tuberculosis FBA, fluorescence read-out | P9WQA3; in the data active means inhibition above about 27%;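 further: 0% = vehicle and 100% = reference inhibitor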
# Target sequence (P9WQA3 whole entry, looked up): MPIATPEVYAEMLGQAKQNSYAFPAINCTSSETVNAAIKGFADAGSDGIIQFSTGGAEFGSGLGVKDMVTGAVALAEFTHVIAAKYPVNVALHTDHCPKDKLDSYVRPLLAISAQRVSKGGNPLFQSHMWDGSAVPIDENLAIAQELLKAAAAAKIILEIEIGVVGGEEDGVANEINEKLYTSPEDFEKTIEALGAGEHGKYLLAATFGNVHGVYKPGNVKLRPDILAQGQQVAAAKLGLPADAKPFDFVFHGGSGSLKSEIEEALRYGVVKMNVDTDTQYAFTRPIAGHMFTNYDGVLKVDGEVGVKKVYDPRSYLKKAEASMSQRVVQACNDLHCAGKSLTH
# * marks the source's active call; other numbers are inactive results; ? = inconclusive; · = no result given. Unless noted, no stated cut-off is given here; in the data, active means inhibition above about 30%; inactive means the rest.
SMILES,BoNT A protease,BioA inh,PrPC TRFRET,GDH-TPI counter,BoNT-F LC inh,CCHFV vOTU inh,UGM FP inh,FadD28 FP inh,FBA Mtb inh
Cc1ccc(C(=O)N2CCN=C2SCc2ccc([N+](=O)[O-])cc2)cc1,0.0,·,-11,9,-1,3,-1.9,-1.1,-1
CCCCNC(=O)CC1C(=O)N(Cc2ccccc2)C(C)c2nc3ccccc3n21 (stereo not drawn),0.1,-0.6,-1,4,1,0,-3.2,-4.4,-3
O=C(NCC1CCCO1)c1cc(-c2ccncc2)nc2ccc(S(=O)(=O)N3CCOCC3)cc12 (stereo not drawn),0.2,0.1,-10,4,-5,8,-1.9,-3.0,-3
CCOC(=O)CSc1nc(C)c2ccc(C)cc2n1,-0.8,·,8,8,9,13,-1.3,-1.0,2
N#Cc1c(/N=C/c2ccc(-c3ccccc3C(=O)O)o2)sc2c1CCCC2,3.1,6.4,-1,20,?,-13,-1.8,-1.5,3
CCC(=O)Nc1ccc2nc(C)n(Cc3ccccc3Cl)c(=O)c2c1,0.0,-1.6,-1,7,-26,9,3.2,-1.8,0
COc1ccccc1-c1cc(C(F)(F)F)n2ncc(S(=O)(=O)c3ccccc3)c2n1,·,-0.5,-1,7,·,0,0.4,-1.7,3
Cc1ccc(-c2nnc(COC(=O)c3cc(=O)[nH]c4ccccc34)o2)cc1,0.8,-6.2,-5,12,1,4,0.3,-0.6,3
Cc1cccc(C)c1NC(=O)C(C)c1ccc(-c2ccccc2)c(F)c1 (stereo not drawn),0.2,-0.9,11,-5,-3,-2,1.2,-4.0,0
CC1CCCN(CCCNC(=O)c2ccc(N3CCCC3=O)cc2)C1 (stereo not drawn),-0.4,-1.7,2,6,-2,8,-1.6,-3.5,0
COc1cc(SC)ccc1C(=O)OCC(=O)N1CC(=O)Nc2ccccc21,-0.4,2.1,-4,13,-7,12,0.3,-2.8,1
Cc1ccc(C(=O)N2CCN(c3cccc(C)c3C)CC2)cc1S(=O)(=O)N1CCOCC1,0.6,-0.8,5,6,3,8,0.1,0.5,0
O=C(NC1CC1)c1cccc(NC(=O)C2CCC2)c1,-0.3,0.4,1,-2,-2,-3,·,-2.3,1
COc1ccccc1NC(=O)CC(c1ccc(OC(C)C)cc1)c1ccccc1OC (stereo not drawn),0.4,·,3,-6,-3,-7,2.1,-2.1,0
CCc1ccccc1NCc1cc(=O)oc2cc(C)ccc12,2.7,·,7,-9,3,14,1.1,-3.8,-1
COc1cc(C)c(C)cc1S(=O)(=O)n1c(C)nc2ccccc21,-0.1,1.0,0,-9,?,4,-0.9,-0.7,0
O=C(O)C1C(c2ccccc2)C(C(=O)OCc2ccco2)C1c1ccccc1 (stereo not drawn),-1.2,-1.9,-2,3,-1,0,0.5,-4.2,-2
Cc1nc(-c2cccc(NS(=O)(=O)c3ccc4ccccc4c3)c2)cs1,?,-0.4,-3,18,-116,8,-1.7,-1.2,1
COC(=O)/C(=N/Nc1ccccc1OC)N1CCCc2ccccc21,?,·,5,4,?,-3,2.3,-4.7,-2
COc1ccc([N+](=O)[O-])cc1NC(=O)CCN1CCN(CCO)CC1,0.9,45*,-11,19,1,-3,-0.7,-3.4,-2
Cc1ccc(N(CN2C(=O)NC(C)(C)C2=O)CN2C(=O)NC(C)(C)C2=O)cc1,-0.9,·,-5,-2,0,-16,3.7,-2.7,-1
CCOC(=O)CNC(=O)c1cccnc1,0.1,-0.1,3,15,-5,-6,1.0,-1.3,5
COC(=O)c1c(C)[nH]c(C(=O)/C=C/c2ccccc2F)c1C,?,·,-2,6,?,-8,-2.0,0.7,-2
COC(=O)[C@@H](NC(=O)Nc1ccc(OC)cc1)C(C)C,-0.9,-1.8,-3,-2,-2,-2,-0.9,-2.0,-2
COC(=O)[C@@]12CCCCN1[C@H](c1ccc(-c3cccc(Cl)c3)cc1)[C@@H]1C(=O)N(C)C(=O)[C@@H]12,-1.7,3.9,-4,-7,-22,-6,0.4,-6.1,-2

# Structures shown so far containing a halogen:
SMILES,BoNT A protease,BioA inh,PrPC TRFRET,GDH-TPI counter,BoNT-F LC inh,CCHFV vOTU inh,UGM FP inh,FadD28 FP inh,FBA Mtb inh
CCC(=O)Nc1ccc2nc(C)n(Cc3ccccc3Cl)c(=O)c2c1,0.0,-1.6,-1,7,-26,9,3.2,-1.8,0
COc1ccccc1-c1cc(C(F)(F)F)n2ncc(S(=O)(=O)c3ccccc3)c2n1,·,-0.5,-1,7,·,0,0.4,-1.7,3
Cc1cccc(C)c1NC(=O)C(C)c1ccc(-c2ccccc2)c(F)c1 (stereo not drawn),0.2,-0.9,11,-5,-3,-2,1.2,-4.0,0
COC(=O)c1c(C)[nH]c(C(=O)/C=C/c2ccccc2F)c1C,?,·,-2,6,?,-8,-2.0,0.7,-2
COC(=O)[C@@]12CCCCN1[C@H](c1ccc(-c3cccc(Cl)c3)cc1)[C@@H]1C(=O)N(C)C(=O)[C@@H]12,-1.7,3.9,-4,-7,-22,-6,0.4,-6.1,-2

# Additional results follow:
SMILES,BoNT A protease,BioA inh,PrPC TRFRET,GDH-TPI counter,BoNT-F LC inh,CCHFV vOTU inh,UGM FP inh,FadD28 FP inh,FBA Mtb inh
CCOC(=O)C1C(c2ccc([N+](=O)[O-])cc2)C2C(=O)NN=C2CC1(C)O (stereo not drawn),-0.4,-1.1,-4,4,-6,-3,0.3,-2.3,1
Cc1cccc(NC(=O)[C@@H](NC(=O)N2C[C@H]3C[C@@H](C2)c2cccc(=O)n2C3)C(C)C)c1,-0.7,-1.8,1,8,-5,-6,-1.3,-0.3,4
Cc1ccc(C)c(OCCC(=O)NNC(=O)c2ccncc2)c1,0.7,-0.5,-10,4,-9,1,3.4,-1.8,2
N#Cc1ccccc1OCC(=O)OCCCOC(=O)COc1ccccc1C#N,-3.4,-1.2,-5,7,-16,7,0.2,-0.2,1
O=C(CSc1nnnn1-c1ccc(O)cc1)Nc1ccc(N2CCOCC2)c(Cl)c1,-0.5,1.7,3,8,4,-8,2.7,1.4,1
Cc1cc(C)c(NS(=O)(=O)c2ccc3c(c2)n(C)c(=O)n3C)c(C)c1,1.4,0.9,3,5,8,-5,-3.4,0.9,0
CC(=O)Nc1ccc(-c2ccnc3c2CC(C)(C(=O)Nc2cccc(OC(F)(F)F)c2)O3)cc1 (stereo not drawn),-0.4,0.3,-8,10,-6,13,·,-5.4,3
COc1cc(/C=C/C(=O)c2ccc(NS(=O)(=O)c3ccc(C)cc3)cc2)cc(OC)c1O,8.0,·,-13,5,-5,11,0.6,-1.4,-4
Cc1cc(C(=O)N/N=C/C(Cl)=C/c2ccccc2)c(C)o1,0.1,0.8,8,23,23,11,2.0,-1.7,-2
COc1ccc(NC(=O)CN2CCN(c3ccccc3F)CC2)cc1,-0.4,1.8,7,-1,-4,4,0.4,-0.9,1
Cc1ccc(NC(=O)CCNC(=O)c2ccc([N+](=O)[O-])cc2)cc1C,-4.2,-0.6,-34,8,11,-7,-0.6,-2.9,-1
O=C(NCCCN1CCN(c2ccccc2F)CC1)C1CCCN(S(=O)(=O)c2cnc[nH]2)C1 (stereo not drawn),-0.5,0.0,-7,-5,3,6,·,1.3,3
CCOC(=O)CC(=O)CSc1nnc2sc3ccccc3n12,0.7,-2.3,-6,1,0,1,-2.3,0.3,-3
NC(=O)[C@H]1CC2(CC(c3cccc(NC(=O)[C@H]4CCC(=O)N4)c3)=NO2)CN1C(=O)c1cc([N+](=O)[O-])cc([N+](=O)[O-])c1 (stereo partly drawn),0.4,-0.2,-50,-5,-2,3,1.3,-3.1,1
CC(C)CC(NC(=O)C1CCCCC1)C(=O)NCc1ccccn1 (stereo not drawn),0.3,1.0,3,3,11,-3,1.3,-3.0,-2
COc1ccccc1NC(=O)C(C)Sc1nccn1C (stereo not drawn),0.6,-1.6,9,14,8,2,0.9,-0.7,3
COc1ccccc1Oc1ccccc1C(=O)O,0.6,-1.7,-6,4,0,-8,-0.9,-1.1,1
O=C(O)CSCC(=O)NCc1ccc(Cl)cc1,0.1,·,-2,7,1,-1,-0.2,-1.7,0
CC1Cc2ccccc2N1S(=O)(=O)c1cccc(C(=O)NC2CC2)c1 (stereo not drawn),0.0,0.6,11,0,-7,0,-2.3,-3.1,1
COc1ccc(Cn2c(CO)cnc2SCC(=O)Nc2cccc(NC(C)=O)c2)cc1,-1.7,0.6,1,4,0,10,-0.6,-3.4,5
COc1ccc(Oc2nccc(-c3ccc(Cl)cc3)n2)cc1,-0.3,-0.8,4,1,6,14,1.1,-0.2,3
N#CCCN(C(=O)COC(=O)Cc1c[nH]c2ccccc12)c1ccccc1,3.9,-2.0,5,0,1,-14,-0.8,0.1,1
CCCn1c(=O)c2c(C(=O)OCC)cc(-c3ccco3)nc2n(CCC)c1=O,-0.7,0.0,-1,6,-6,-20,·,1.3,41*
COc1ccc(C(C)NC(=O)Cc2cccs2)cc1 (stereo not drawn),-2.7,-5.5,5,13,3,4,1.9,-1.1,0
CC(=O)Oc1ccc(N2C(=O)C3C4C=CC(CC4)C3C2=O)cc1[N+](=O)[O-] (stereo not drawn),-0.1,-1.2,-2,-1,-7,1,0.6,0.9,0
SMILES,BoNT A protease,BioA inh,PrPC TRFRET,GDH-TPI counter,BoNT-F LC inh,CCHFV vOTU inh,UGM FP inh,FadD28 FP inh,FBA Mtb inh
COc1ccc2oc(=O)c(C(=O)NCc3ccc(C)cc3)cc2c1,-3.8,-5.1,-1,17,?,-23,-2.5,0.9,20
CC1CCC2(CC1)NC(=O)N(CC(=O)Nc1ccc3c(c1)OCO3)C2=O (stereo not drawn),1.0,-0.8,3,-12,-2,-11,-4.4,-2.4,-3
c1ccc(OCc2nnc3sc(-c4cccs4)nn23)cc1,0.7,0.5,-15,4,5,10,7.8,-1.2,4
CCC(C)[C@H](NC(=O)NCc1ccc(Cl)cc1)C(=O)O (stereo partly drawn),0.3,·,0,-3,-2,14,-3.2,-3.1,0
N#CC1(c2ccccc2)CCN(S(=O)(=O)c2ccc(OC(F)(F)F)cc2)CC1,1.1,-0.9,1,7,-3,14,1.5,1.5,1
c1ccc(OCc2nn3c(-c4cccnc4)nnc3s2)cc1,-0.3,·,1,-11,0,2,-1.3,-0.7,1
O=C(Nc1cccc(C(F)(F)F)c1)Oc1ccc(Cl)c2cccnc12,-2.0,-0.1,10,-5,-12,7,-1.2,-7.8,0
CC(C)[C@H](NC(=O)c1ccccc1Cl)C(=O)OCC(=O)NC(=O)NC1CCCC1,0.2,-0.1,-3,2,-4,-1,2.7,0.3,1
COc1ccc2oc(C(=O)Nc3nc(-c4ccccn4)cs3)c(C)c2c1,6.1,·,12,-2,-7,6,-0.1,-3.4,10
O=C(/C=C/c1ccccc1)OCc1cnc(Cl)s1,0.4,·,6,2,-3,-13,1.8,-0.2,-2
O=C(NC(=S)Nc1ccccc1N1CCCC1)c1ccc(F)cc1,-0.3,·,-4,11,-4,32*,-2.2,0.8,2
O=C1CCCN1c1ccc(S(=O)(=O)NCCc2ccc(Cl)cc2)cc1,-0.4,·,·,-1,-11,·,3.7,-1.0,1
O=C(NC1CCCCC1)c1ccc(COc2ccccc2)o1,-1.9,-0.5,8,-4,4,-4,-1.1,-1.8,0
CCCCCCSc1cc(-c2nc3ccc(C)cn3c2NCCCC)ccc1OC,-0.8,2.0,1,18,-6,1,0.0,-1.4,28*
COC(=O)C(Cc1c[nH]c2ccccc12)NC(=O)C(C)C (stereo not drawn),-0.4,-4.8,2,0,2,5,-1.8,-0.2,3
C/C(=N\N=C(/N)SC1CC(=O)N(c2ccc(Cl)cc2)C1=O)c1cccs1 (stereo not drawn),0.5,4.1,1,26,3,13,-0.7,5.1,-2
O=C(CSc1c[nH]c2ccccc12)NCc1ccc2c(c1)OCO2,-1.2,-3.0,6,2,-12,1,3.0,1.5,4
CCC(C(=O)NC1CCCC1)N(C(=O)c1snc(C(N)=O)c1N)c1ccc(OC)c(OC)c1 (stereo not drawn),-0.8,-1.9,-11,6,-12,0,0.3,-1.9,0
CCOc1cc(NC(=O)c2cccs2)c(OCC)cc1NC(=O)CCC(=O)NCC1CCCO1 (stereo not drawn),-0.4,0.0,-3,14,-4,3,4.1,-2.0,1
